Assay outcomes deposited in PubChem by several laboratories.
CSN deneddyl inh: inhibitors of human CSN-mediated cullin deneddylation. Purified CSN, SCF-Nedd8-OG deneddylation, fluorescence polarization. AID 651999. inhibition, % at 12.5 µM. 360,000 tested, 0.38% active. Q92905;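 active means pattern-corrected inhibition above about 35%, with an unprinted fluorescence ratio check between 0.5 and 1.5, limit read from the data, passing the limit was not always enough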;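 further: 0% = enzyme with substrate and 100% = substrate without enzyme; some results filed as inactive read as strong as hits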
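Detection – fluorescence polarization · System – HEK293T-derived human Csn5 enzyme · Controls – substrate-only high control, full reaction low control · Timing – 90 min, room temperature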
MT1-MMP act inh: blocks activation of human MT1-MMP. AID 651647. GFP/RFP ratio change, % at 20 µM. HT1080 RFP-PRO-GFP cells, GFP/RFP ratio fluorescence, overnight; percent of plate control window, DMSO zero. P50281. 360,000 tested, 0.061% active;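 active means GFP/RFP ratio change of at least 30% with cell ATP level not reduced by more than half and red fluorescence within 50% of control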; further: strong numbers were not always called active
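Assay system: HT1080 cells carrying an RFP-PRO-GFP reporter | Dosing: Single dose of 20 µM compound, 1% DMSO final | Incubation: Cells overnight before dosing, compound overnight, 37 °C, 5% CO2 | Evaluation: GFP/RFP fluorescence ratio | Control set: DMSO and RFP-L50D-GFP cell wells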
Rpn11 block: blocks the human proteasome subunit Rpn11 | O00487 | human 26S proteasome, Ub4-pepOG fluorescence polarization; 20S core pre-blocked with epoxomicin | calls only at 20 µM | 360,000 tested, 0.59% active;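 active means inhibition at 20 µM, scaled to each plate's controls, above about 33%, limit read from the data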
MLLE-PAM2 inh: inhibitors of microRNA-mediated deadenylation, human PABP1 MLLE binding. GST-MLLE / FITC-PAM2 fluorescence polarization. P11940. 360,000 tested, 0.36% active. inhibition, % at 20 µM; in the data active means inhibition above about 35%, passing the limit was not always enough;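 further: plate controls were DMSO wells with GST-MLLE for no effect and wells lacking GST-MLLE protein for full effect; some results filed as inactive read as strong as hits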
SKN-1 block: inhibitors of C. elegans SKN-1; C. elegans VP596 Pgst-4::GFP/RFP ratio, acrylamide-induced, 24 h; inhibition, % at 21.8 µM; 360,000 tested, 0.49% active;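 active means interference check ratio from 0.5 to 1.5 plus GFP to RFP signal ratio inhibition reaching or exceeding a fixed threshold, cut at about 30% in these data, passing the limit was not always enough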; further: some compounds called inactive have numbers as strong as hits
Neddylation inh: blocks human cullin neddylation; P61081+Q13564; TR-FRET cullin neddylation, biochemical; calls only at 25 µM; 360,000 tested, 0.58% active; in the data active means inhibition above about 36%
FAS-TE inh: inhibitors of human fatty acid synthase thioesterase domain; inhibition, % at 15 µM; AID 602261; P49327; recombinant FAS-TE, OMFH fluorogenic substrate, fluorescence endpoint; 360,000 tested, 0.67% active;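 active means compounds whose normalised, plate-corrected inhibition of enzyme fluorescence in the single-dose primary screen is 50% or more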;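 further: 0% = DMSO with enzyme and 100% = substrate without enzyme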
NadD inh: NadD (S. aureus) enzyme inhibition. purified NadD enzyme, colorimetric absorbance read-out. AID 602399. 360,000 tested, 0.78% active. inhibition, % at 20 µM; in the data active means inhibition above about 26%; further: some compounds past the cut are filed as inactive
Rin1 Abl inh: human Rin1-Abl interaction inhibition. P00519+Q13671. TR-FRET Rin1/Abl binding, biochemical. inhibition, % at 7.35 µM. 360,000 tested, 0.4% active; in the data active means inhibition above about 5%, passing the limit was not always enough
The depositor's hits bear a star; i = inactive; · = not tested or not shown; + = active, no number.

Results follow in this order: CSN deneddyl inh, MT1-MMP act inh, Rpn11 block, MLLE-PAM2 inh, SKN-1 block, Neddylation inh, FAS-TE inh, NadD inh, Rin1 Abl inh
1. Cc1cc(=O)[nH]c(N=N/C(=N/Nc2ccccc2C)c2ccccc2)n1
    2, 6, i, 30, -16, i, -1, 5, 3
2. O=CC1=C(c2ccccc2)Oc2ccccc2O1
    9, -1, i, -3, 16, i, 10, 1, 3
3. CC(=O)NC(CCS(C)(=O)=O)C(=O)Nc1ccc(F)cc1Cl (stereo unspecified)
    -2, 0, i, 7, 2, i, -9, -3, 3
4. COc1ccc(C(=O)/C=C/c2ccc(OC3CSC3)cc2)cc1
    3, 4, i, -10, 22, i, 14, -3, -3
5. CCOC(=O)N1CCC(NC(=O)C2CCCN(S(=O)(=O)c3cccc4nsnc34)C2)CC1 (stereo unspecified)
    4, -9, i, 5, -5, i, -8, -3, -3
6. CCN(CC)c1ccc(/C=C/c2cccc[n+]2C)c(OC)c1
    140, -26, ·, -133, 81, i, -9, 14, -32
7. O=C(CN(Cc1ccccc1)C(=O)CNS(=O)(=O)c1ccccc1)NCC1CCCO1 (stereo unspecified)
    0, 0, i, 7, 13, i, -5, -4, 3
8. CCOc1cccc2sc(N(CCN(CC)CC)C(=O)c3cccc([N+](=O)[O-])c3)nc12
    4, 0, i, -3, 1, i, 9, -1, -2
9. COc1ccc(N2CCN(C3CCN(S(=O)(=O)c4ccc(F)cc4)CC3)CC2)cc1
    4, -7, i, -13, 9, i, -4, -6, -3
10. COc1ccc(CC(=O)NNC(=O)c2ccc(Br)s2)cc1OC
    4, -1, i, -13, -3, i, -6, 1, 2
11. O=C(COC(=O)c1cccc(S(=O)(=O)N2CCOCC2)c1)Nc1ncc(Cl)cc1Cl
    1, 3, i, -6, 11, i, -4, 3, -1
12. Cc1cc(OCC(=O)N[C@@H](Cc2ccccc2)c2nc3ccccc3[nH]2)ccc1Cl
    -8, 2, i, 6, -2, i, -13, 5, 2
13. CCCCCC(=O)N1CCCC(c2nc(-c3ccc(OC)cc3)no2)C1 (stereo unspecified)
    1, -2, i, 4, 9, i, 0, -4, 2
14. Cc1cc(C(F)(F)F)n2ncc(-c3cccc(Br)c3)c2n1
    -5, -4, i, 4, 12, i, 0, -1, 0
15. COc1ccc(/C=C2\OC(=S)N(C)C2=O)cc1
    5, 5, i, 6, 16, i, 4, 2, 2
16. O=[N+]([O-])c1ccc2c(c1)C(N1CCOCC1)/C(=C/COc1ccc(Cl)cc1Cl)O2 (stereo unspecified)
    0, 1, i, 1, 2, i, 24, 1, 2
17. Cc1ccc(NC(=O)CSc2ccccc2)cc1S(=O)(=O)N1CCOCC1
    1, -1, i, -2, 0, i, 3, -5, 2
18. Cc1ccccc1N=Nc1ccc(O)c2ncccc12
    -14, 0, i, -3, 3, i, 7, 33*, 0
19. CCOC(=O)c1c(C)[nH]c(C)c1C(=O)COC(=O)c1sccc1C
    -1, -1, i, 2, -3, i, -3, -9, -1
20. CCOC(=O)[C@]12CCC=C1N(Cc1cccc3ccccc13)C(=O)[C@H](CC(=O)NCC1CCCCC1)C2
    2, -4, ·, ·, -4, i, 14, 5, ·

From compound 1 to 2, as listed above:
Results follow in this order: CSN deneddyl inh, MT1-MMP act inh, Rpn11 block, MLLE-PAM2 inh, SKN-1 block, Neddylation inh, FAS-TE inh, NadD inh, Rin1 Abl inh
1. Cc1cc(=O)[nH]c(N=N/C(=N/Nc2ccccc2C)c2ccccc2)n1
    2, 6, i, 30, -16, i, -1, 5, 3
2. O=CC1=C(c2ccccc2)Oc2ccccc2O1
    9, -1, i, -3, 16, i, 10, 1, 3

With a hit mark in NadD inh (from the list above):
| # | mol | CSN deneddyl inh | MT1-MMP act inh | Rpn11 block | MLLE-PAM2 inh | SKN-1 block | Neddylation inh | NadD inh | Rin1 Abl inh |
| --- | --- | --- | --- | --- | --- | --- | --- | --- | --- |
| 18 | Cc1ccccc1N=Nc1ccc(O)c2ncccc12 | -14 | 0 | i | -3 | 3 | i | 33* | 0 |

Remaining list, next part:
Results follow in this order: CSN deneddyl inh, MT1-MMP act inh, Rpn11 block, MLLE-PAM2 inh, SKN-1 block, Neddylation inh, FAS-TE inh, NadD inh, Rin1 Abl inh
21. CCN(C(=O)COC(=O)/C=C/c1c(C)nn(Cc2ccc(C)cc2)c1C)C1CCS(=O)(=O)C1 (stereo unspecified)
    -1, 4, i, 3, 6, i, -4, -5, -3
22. CSc1ccc(CNCC2CCCO2)cc1 (stereo unspecified)
    6, 0, i, -6, 3, i, -1, -3, -1
23. CCCCn1nnnc1C1(C)CCC(=O)N1CCCn1ccnc1 (stereo unspecified)
    -1, 1, ·, ·, 4, i, -6, 5, ·
24. O=C(Oc1ccc(F)c(F)c1)c1ccc2c(=O)n3c(nc2c1)CCC3
    2, 2, i, -1, -8, i, 8, 0, -2
25. O=C(Nc1ccc(Cl)c([N+](=O)[O-])c1)c1ccc(NCCCN2CCOCC2)c([N+](=O)[O-])c1
    5, -5, +, -44, 11, i, 4, -4, -5
26. O=c1c2ccccc2c(=O)n(Cc2ccccc2)n1Cc1ccccc1
    -7, -5, i, -9, 1, i, 21, 3, -3
27. N#Cc1cn(CCOC(=O)c2cccc(C(F)(F)F)c2)c(=O)[nH]c1=O
    2, 4, i, 12, 4, i, 5, 12, -5
28. O=C(COC(=O)c1cc(Cl)ccc1O)Nc1ccccc1C(=O)NC1CC1
    0, ·, i, -8, -2, ·, -6, -3, 0
29. COc1ccccc1C(=O)Nc1ccnn1C1CCN(Cc2cn(C)c3ccccc23)CC1
    0, 5, i, 1, -12, i, 0, -6, 0
30. C=CCn1c(CSc2nc3ccccc3s2)n[nH]c1=S
    1, -1, i, -17, 4, i, 0, 1, 0
31. O=C1COc2ccc(C(=O)COC(=O)c3sc4ccccc4c3Cl)cc2N1
    1, -1, i, -37, 11, i, 2, 19, 0
32. Cc1ccc(S(=O)(=O)N2[C@@H](c3ccccc3F)C(C(=O)O)=CC[C@H]2c2ccc(C(C)C)cc2)cc1
    2, 1, i, -7, -4, i, 1, 13, 4
33. O=C(O)C1C2C=CC(C2)C1C(=O)NCc1ccc(Cl)c(Cl)c1 (stereo unspecified)
    -8, 1, i, 9, 5, i, -3, -5, 1
34. Cc1c(NS(=O)(=O)c2ccc(Cl)c(C(=O)OCC(=O)NCc3ccco3)c2)c(=O)n(-c2ccccc2)n1C
    -8, 2, i, -4, -5, i, -4, 2, -2
35. O=C(CSc1nnnn1-c1ccccc1F)Nc1nc2ccccc2s1
    2, 12, i, 7, 3, i, -4, 3, -2
36. Cc1ccc(-n2nc(C)c3c2C(Br)C(C)(C)CC3=O)nc1 (stereo unspecified)
    1, -7, i, -117, -2, i, 10, -1, 2
37. Cc1ccc(C(=O)NNc2nc3ccccc3nc2C(F)(F)F)cc1
    3, -4, i, -102, -7, i, 2, -11, -4
38. Cc1cccc(NS(=O)(=O)c2cccc(C(=O)NCC3(N4CCCCC4)CCCCC3)c2)c1
    4, 2, i, -1, 0, i, -5, -9, 0
39. COC(=O)c1ccc(Oc2coc3cc(OCc4ccc([N+](=O)[O-])cc4)ccc3c2=O)cc1
    -10, -1, i, 8, -8, i, -6, -4, -2
40. O=C(CCC(=O)c1cccs1)Nc1nnc(C2CC2)s1
    -3, 9, i, 4, -7, i, -13, 1, -2

One compound at a time, from the list above. Order of values: CSN deneddyl inh	MT1-MMP act inh	Rpn11 block	MLLE-PAM2 inh	SKN-1 block	Neddylation inh	FAS-TE inh	NadD inh	Rin1 Abl inh
Listed for `O=C(CCC(=O)c1cccs1)Nc1nnc(C2CC2)s1` → -3	9	i	4	-7	i	-13	1	-2
Listed for `O=C(O)C1C2C=CC(C2)C1C(=O)NCc1ccc(Cl)c(Cl)c1` (stereo unspecified) → -8	1	i	9	5	i	-3	-5	1
Listed for `Cc1ccc(S(=O)(=O)N2[C@@H](c3ccccc3F)C(C(=O)O)=CC[C@H]2c2ccc(C(C)C)cc2)cc1` → 2	1	i	-7	-4	i	1	13	4
Listed for `O=C1COc2ccc(C(=O)COC(=O)c3sc4ccccc4c3Cl)cc2N1` → 1	-1	i	-37	11	i	2	19	0
Listed for `Cc1c(NS(=O)(=O)c2ccc(Cl)c(C(=O)OCC(=O)NCc3ccco3)c2)c(=O)n(-c2ccccc2)n1C` → -8	2	i	-4	-5	i	-4	2	-2

Next section.
Results follow in this order: CSN deneddyl inh, MT1-MMP act inh, Rpn11 block, MLLE-PAM2 inh, SKN-1 block, Neddylation inh, FAS-TE inh, NadD inh, Rin1 Abl inh
41. Brc1ccc(CSc2nccn2-c2ccccc2)cc1
    -1, 3, i, -33, 0, i, 7, 2, 2
42. CCC(=O)n1nc(-c2ccc(OC)cc2)nc1NCc1cccs1
    1, 4, i, -3, 2, i, 31, -7, -2
43. CC(C)NC(=O)Nc1ccc2c(c1)C(=O)N([C@H](C)CO)C[C@H](C)[C@@H](CN(C)S(=O)(=O)c1cccs1)O2
    -5, -5, i, 7, -5, i, -8, -1, 3
44. COc1ccc(NC(=O)CSCC(=O)N(C)Cc2ccc3c(c2)OCCO3)cc1
    -1, 1, i, 2, -2, i, 1, 0, 4
45. COc1cc(CNS(=O)(=O)CCl)cc(OC)c1OC
    0, 1, i, 10, 4, i, -8, 0, 3
46. Cn1cccc1C(=O)Nc1ccc(Cl)c(S(=O)(=O)N2CCCCC2)c1
    6, -4, i, -15, 9, i, 15, 10, 5
47. CC(C)C[C@H](NC(=O)N1CCn2c1nc1ccccc12)C(=O)NCCc1ccccc1
    -2, -3, i, 12, 5, i, 33, -5, 0
48. CC(C)CC1=NC(C(F)(F)F)(C(F)(F)F)c2c(n(CC(C)C)c(=O)[nH]c2=O)N1
    -12, 0, i, 4, -9, i, -10, -7, 2
49. COC(=O)c1cc(S(=O)(=O)NCc2cccs2)c[nH]1
    0, 4, i, -5, 19, i, -2, 3, 1
50. CC(=O)Nc1ccc(S(=O)(=O)Nc2ccccc2C(=O)NCc2cccnc2)cc1
    0, -6, i, 9, 1, i, -3, -5, 1
51. CCN(C[C@H]1N[C@@](Cc2ccccc2)(C(=O)OC)[C@H]2C(=O)N(Cc3ccccc3)C(=O)[C@@H]12)S(=O)(=O)c1ccc(OC(F)(F)F)cc1
    -1, 1, i, 18, 7, i, 24, 6, 0
52. COc1cc(Br)cc(CN2CCN(c3ncccn3)CC2)c1O
    2, 0, i, 12, -19, i, 1, -5, 0
53. CN(C(=O)CC1C(=O)NCCN1Cc1ccc(F)cc1)C1CCOCC1 (stereo unspecified)
    -1, 0, i, 9, 2, i, -4, -4, -1
54. COc1cc(OC)cc(-c2cc3nc(C)c(CCC(=O)Nc4nc(C)cs4)c(C)n3n2)c1
    -3, -4, i, 9, 12, ·, 2, -3, 1
55. CC(C)(C)OC(=O)C[C@@H]1C/C=C\C[C@H](CC(=O)N[C@@H](CO)Cc2ccccc2)C(=O)N[C@H](C(C)(C)C)COC1=O
    2, 1, i, -4, 5, i, -6, 0, 5
56. CCC(c1nnc(SCC(=O)Nc2c(F)cccc2F)n1Cc1ccccc1)N(C)C (stereo unspecified)
    5, -3, i, -34, 2, i, -8, -3, 7
57. O=C(c1ccc2ncsc2c1)N1CCN(c2nc3ccccc3s2)CC1
    1, -5, i, -5, 2, i, -1, -1, 2
58. COc1ccc(NC(=O)COC(=O)c2ccc(OCc3ccc(Cl)cc3Cl)c(OC)c2)c(OC)c1
    6, 4, i, -22, -4, i, 4, -1, 0
59. CCc1nn(CCCC(=O)NC2CCCCC2C)c(=O)c2cc3occc3n12 (stereo unspecified)
    0, 8, i, 7, 9, i, 0, 4, -4

Not a hit list. About 3.9% of those tested had a hit in this group.
